From PubChem
PGC1a acetyl inh: PGC1a acetylation modulation, inhibitor mode; U2OS PGC1a acetylation, AlphaScreen anti-acetyl-lysine; with virally co-expressed GCN5 acetyltransferase; inhibition, % at 15.6 µM; 350,000 compounds, 0.17% hits; AID 651687;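 active means every replicate shows inhibition of at least 40%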;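 further: 0% = neutral control wells and 100% = positive control wells; some results beyond the cut were filed as inactive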
Cneo AK release: causes C. neoformans cell lysis | adenylate kinase release luminescence, 4 h; normalised: neutral wells 0, clomiphene wells 100 | lysis activity, % at 15 µM | 360,000 compounds, 0.2% hits;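 active means mean lysis activity across replicates of at least 80%, whatever share of replicates individually reach that level; inactive means mean lysis activity below 80%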
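Material – Cryptococcus neoformans yeast cells · Quantity – 5 × 10^6 yeast cells/mL · Buffer or medium – YPD medium · Compound – single dose · Timing – 4 h static compound exposure, 37 °C, read 1 h post-reagent · Signal – adenylate kinase release luminescence · Read-out basis – lysis from increased AK signal · Benchmarks – Clomiphene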
C2C12 statin: protects C2C12 myotubes from simvastatin toxicity | rescue of ATP level, % at 7.49 µM | 330,000 compounds, 0.78% hits | ATP luminescence, 48 h; scaled: DMSO 0, geranylgeraniol control 100;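 active means mean ATP rescue above about 67%, or every replicate alone reaching that limit, limit read from the data, passing the limit was not always enough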;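 further: myotubes were challenged with 10 µM simvastatin during compound exposure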
PglD DTNB: inhibitors of Campylobacter jejuni PglD acetyltransferase | purified PglD enzyme, DTNB colorimetric CoA detection | inhibition, % at 12.5 µM | 360,000 compounds, 0.098% hits | AID 602405; in the data active means inhibition above about 16%, passing the limit was not always enough; further: strong numbers were not always called active
LGR2 antag: Drosophila LGR2 receptor signaling inhibition | AID 720647 | HEK293 LGR2, CRE-luciferase, bursicon-stimulated, 4 h | inhibition, % at 9.99 µM | 380,000 compounds, 0.35% hits;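 active means drop in luminescence signal, shown as inhibition above about 50% in the replicate tests, limit read from the data, passing the limit was not always enough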;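 further: agonist challenge used bursicon conditioned medium at about half maximal strength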
ARNT TACC3 PPI: ARNT/TACC3 interaction disruption; AID 623870; AlphaScreen His-ARNT PAS-B/GST-TACC3 binding, luminescence; TACC3 fragment carries E629A point mutation; Q9Y6A5; inhibition, % at 9.99 µM; 390,000 compounds, 0.66% hits;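 active means mean inhibition of replicates at least 50% and at least half of replicates each reaching 50%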;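 further: 0% = complete ARNT plus TACC3 wells and 100% = ARNT alone without TACC3; many hits fall short of the cut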
PAX8 reporter: lowers PAX8-driven luciferase in RMG-I cells; RMG-I TPO-luciferase reporter, SteadyGlo, 24 h; 360,000 compounds, 1.2% hits; inhibition, % at 12.6 µM; AID 652154;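 active means mean replicate inhibition at least 60% with every replicate also reaching 60%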;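 further: luciferase light reporting Pax8 driven TPO promoter activity; plate controls were median of neutral control wells for no effect and mitoxantrone controls for full effect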
INS-1E GSIS act: primary screen for activators of insulin secretion dependent on glucose, INS-1E cells, GLuc reporter luminescence. INS-1E GLuc reporter insulin secretion, 2-3 h. AID 743287. 370,000 compounds, 0.61% hits. activation, % at 16.6 µM;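 active means lowest replicate activation of at least 40%, so every replicate reaches that level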;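 further: 0% = median of neutral control wells and 100% = median of IBMX positive control wells; some compounds called inactive have numbers as strong as hits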
Starred values were filed as active, the others as inactive; nt = no result given; & = joins results of further samples.

The opening 3 entries, ahead of the listing:
nr	smiles	PGC1a acetyl inh	Cneo AK release	C2C12 statin	PglD DTNB
1	CC1(C)CC2CC(C)(CN2C(=O)c2cc(-c3ccc(F)cc3)on2)C1 (stereo not drawn)	2	-1	-28	-2
2	Cn1c(SCC(=O)NC2CCCC2)nnc1-c1ccccn1	nt	-2	nt	2
3	CC1(C)Cc2cccc(OCC(=O)NCCOc3ccccc3)c2O1	nt	2	-6	1

nr	LGR2 antag	ARNT TACC3 PPI	PAX8 reporter	INS-1E GSIS act
1	4	-3	-18	30
2	2	0	nt	7
3	5	-4	20	0

This part in full, previewed entries included:
nr	smiles	PGC1a acetyl inh	Cneo AK release	C2C12 statin	PglD DTNB
1	CC1(C)CC2CC(C)(CN2C(=O)c2cc(-c3ccc(F)cc3)on2)C1 (stereo not drawn)	2	-1	-28	-2
2	Cn1c(SCC(=O)NC2CCCC2)nnc1-c1ccccn1	nt	-2	nt	2
3	CC1(C)Cc2cccc(OCC(=O)NCCOc3ccccc3)c2O1	nt	2	-6	1
4	Cc1ccc(CCC2C3=C(CCCC3=O)OC3=C2C(=O)CCC3)cc1	18	-1	1	-1
5	Cc1cc(C)c(NC(=O)Cn2nnc(C(=O)NCCc3ccccc3)c2N)c(C)c1	nt	-2	-11	7
6	Cc1ccccc1C(N)=O	-6	3	5	-1
7	C[C@H]1CN([C@@H](C)CO)C(=O)c2ccccc2-c2ccccc2CO[C@@H]1CN(C)C(=O)CCC(F)(F)F	0	nt	-7	nt
8	C[C@H]1CN([C@@H](C)CO)C(=O)c2cc(C#CC3(O)CCCC3)cnc2O[C@H]1CN(C)C(=O)Cc1ccccc1	-12	7	20	-17
9	COC(=O)C[C@@H]1C[C@@H]2c3cc(NC(=O)Nc4ccccc4)ccc3O[C@@H]2[C@H](CO)O1	6	3	-20	-2
10	CCn1nc(C(=O)NNS(=O)(=O)c2ccc(C)cc2)c2ccccc2c1=O	-14	1	0	-7
11	C/C(=N/Nc1nc(-c2ccc(Cl)cc2)cs1)c1cccs1	2	0	144*	3
12	O=C(COc1ccc(Cl)cc1)OCC(=O)c1ccc[nH]1	nt	-1	6	-4
13	C[C@H]1CN([C@@H](C)CO)C(=O)c2cccc(NC(=O)CCCCCC(=O)Nc3ccccc3N)c2O[C@@H]1CN(C)C(=O)Nc1ccc(F)cc1	0	nt	nt	nt
14	C=CCn1c(SCC(=O)Nc2cccc(S(N)(=O)=O)c2)nnc1C1CCCCC1	-2	0	3	-7
15	COc1ccc(C(=O)COC(=O)Cn2cnc3ccccc3c2=O)c(OC)c1	9	nt	nt	nt

nr	LGR2 antag	ARNT TACC3 PPI	PAX8 reporter	INS-1E GSIS act
1	4	-3	-18	30
2	2	0	nt	7
3	5	-4	20	0
4	-10	-23	nt	6
5	nt	-4	nt	nt
6	-17	nt	nt	2
7	-3	nt	-3	3
8	-14	-10	2	11
9	-3	10	-8	12
10	4	68*	nt	36
11	nt	-3	11	nt
12	3	nt	7	0
13	5	nt	-11	-2
14	4	-6	9	39
15	-35	-3	-12	8

Further compounds
nr	smiles	PGC1a acetyl inh	Cneo AK release	C2C12 statin	PglD DTNB
16	CCOC(=O)/C(=C/c1ccccc1)NC(=O)c1ccco1	8	-3	7	-4
17	COc1ccc(CN(C)C[C@H]2OCCCC[C@@H](C)Oc3ccc(NC(=O)Nc4ccccc4)cc3C(=O)N([C@H](C)CO)C[C@@H]2C)cc1	-4	4	nt	-2
18	CCOc1ccc(NC(=O)CC(c2ccccc2)c2ccc(F)cc2)cc1 (stereo not drawn)	0	nt	-1	nt
19	COCCNC(=O)C1(C)CCN(C(=O)c2cc(C(C)(C)C)nn2C)C1 (stereo not drawn)	-1	0	5	2
20	O=C(C1Cc2ccccc2CN1S(=O)(=O)c1ccc(F)cc1)N1CCCCC1 (stereo not drawn)	17	-2	-3	1
21	CN1C(=O)CCC(CCC(=O)O)(c2ccccc2O)C1=O (stereo not drawn)	-3	-3	13	-3
22	COC(=O)CCC(=O)NNC(=O)c1cccc(Cl)c1	7	-2	-6	0
23	CN1CCN(c2ccccc2NC(=O)c2cccc(OCc3ccccc3)c2)CC1	1	-2	-30	-2
24	CC(C)C(NC(=O)c1ccc(C(C)(C)C)cc1)C(=O)NCCc1ccccn1 (stereo not drawn)	nt	-1	4	-3
25	C[C@H](CO)N1C[C@H](C)[C@H](CN(C)Cc2ccccc2)Oc2ccc(NC(=O)C3CCCCC3)cc2C1=O	nt	-47	-22	-1
26	Cc1ccc(NC(=O)C(C)SCc2ccccc2)cc1 (stereo not drawn)	-4	-3	23	4
27	O=C(CCNS(=O)(=O)c1ccccc1)N1CCCCCC1	-4	-1	5	-5
28	CC(C)CC(=O)Nc1nc2ccc(S(C)(=O)=O)cc2s1	nt	-1	-12	5
29	Cc1cc2nc(Sc3c([N+](=O)[O-])nc(C)n3Cc3ccccc3)[nH]c2cc1C	nt	nt	nt	nt
30	CCCN1CCN(CCCNC(=O)CCCn2nc(C)c3sc4ccccc4c3c2=O)CC1	-2	3	-6	-7

nr	LGR2 antag	ARNT TACC3 PPI	PAX8 reporter	INS-1E GSIS act
16	18	-9	10	-7
17	0	0	-22	-16
18	-24	-16	nt	-2
19	-7	nt	8	6
20	nt	-3	nt	nt
21	-21	-8	-14	4
22	16	-1	nt	-9
23	nt	7	nt	nt
24	-16	-7	5	-6
25	-1	1	6	2
26	-26	7	-41	-26
27	-5	2	-51	8
28	-12	nt	-9	2
29	15	-10	-45	-59
30	-35	7	6	-2

Other records:
nr	smiles	PGC1a acetyl inh	Cneo AK release	C2C12 statin	PglD DTNB
31	Cc1ccccc1NC(=O)COC(=O)c1ccccc1SCC(=O)N1CCCC1	nt	-7	1	3
32	CC(=N)C1=C(O)CC(C)(C)CC1=O	-10	-1	7	-4
33	Cc1cc(C)n2nc(C(F)(F)F)c(-c3ccccc3)c2n1	-15	1	-13	6
34	CC1CCN(CC(=O)NCCc2ccc(F)cc2)CC1	-6	nt	nt	nt
35	CCc1nc(Nc2ccc(O)cc2)c2oc3ccccc3c2n1	nt	nt	nt	nt
36	CCN(CC)c1nc2nonc2nc1N(CC)CC	-3	-3	9	-2
37	Clc1ccc(Cl)c2sc(N3CCOCC3)nc12	3	1	22	3
38	Cc1ccc(OCCN(C)C)c([N+](=O)[O-])c1	16	-1	nt	-3
39	COc1ccc(Nc2nc(N3CCOCC3)nc(N3CCOCC3)n2)cc1	nt	0	-27	-6
40	COc1ccc(C)cc1NC(=O)COC(=O)c1c(C)noc1C	13	-1	-18	-1
41	CCN(CC)C(=O)CN(c1cccc(Br)c1)S(C)(=O)=O	-7	5	nt	-1
42	CN(C)S(=O)(=O)c1cccc(NC(=O)COC(=O)c2ccc3ccccc3n2)c1	2	0	-2	-7
43	O=C(NCc1ccc(F)cc1)c1ccc(CS(=O)(=O)c2ccc(Br)cc2)o1	-15	8	nt	2
44	CCNC(=O)c1ccc(C23CC4CC(CC(C4)C2)C3)o1	9	-2	-10	-3
45	O=C(N[C@H]1C=C[C@H](CC(=O)N2CCCCC2)O[C@H]1CO)c1ccccn1	6	-4	8	-1

nr	LGR2 antag	ARNT TACC3 PPI	PAX8 reporter	INS-1E GSIS act
31	-3	-2	3	16
32	-14	-9	nt	4
33	19	-2	-25	-9
34	11	-11	-6	13
35	-16	-8	-8	30
36	nt	-2	4	nt
37	nt	-5	-55	20
38	18	41	15	-4
39	8	0	14	-12
40	9	-18	nt	-4
41	2	nt	4	9
42	1	-1	7	1
43	6	-2	13	-8
44	-10	1	7	-3
45	8	1	-13	10

Going on with the list:
nr	smiles	PGC1a acetyl inh	Cneo AK release	C2C12 statin	PglD DTNB
46	CSc1ncccc1C(=O)OCC(=O)c1ccc(S(=O)(=O)N2CCCCC2)cc1	9	-1	10	3
47	Cc1cc(C)c(C(=O)NNC(=O)c2cccnc2)c(C)c1	-3	1	nt	6
48	Cn1c(NC(=O)c2ccccc2F)c(-c2cccs2)c(=O)c2ccccc21	nt	nt	nt	nt
49	CC(NC(=O)Nc1cccnc1)(C(F)(F)F)C(F)(F)F	-62	2	0	1
50	Cc1noc(C)c1NC(=O)N[C@H]1C=C[C@H](CC(=O)NCc2ccc(Cl)c(Cl)c2)O[C@@H]1CO	11	-4	5	0
51	Nc1nonc1C(=O)NCCNc1ncccc1[N+](=O)[O-]	nt	nt	nt	nt
52	OC[C@@H]1[C@@H](c2ccc(C#CC3CC3)cc2)[C@H]2CN(CCC(F)(F)F)CCCCN12	2	1	nt	-1
53	CC(=O)c1sc(N/N=C/c2cccc(O)c2)nc1C	-7	-8	45	-5
54	COc1ccc2c(c1)CC/C(=C\C=C\c1ccccc1)C2=O	-5	-3	9	-2
55	Cc1cc(C)n(-c2ccc(NC(=O)C3CCN(Cc4cnc(C)s4)CC3)cc2)n1	-12	2	5	-3
56	COCC(=O)Nc1ccc2c(c1)OC[C@H](C)N(C(=O)NC(C)C)C[C@@H](C)[C@@H](OC)CN(C)C2=O	2	0	2	-2
57	C[C@H](CO)N1C[C@H](C)[C@@H](CN(C)Cc2cncnc2)Oc2cc(Br)ccc2S1(=O)=O	-1&0	0&-3&3	-12&-13&-14	-4&-3&-4
58	O=C(CC1CC1)N1[C@@H]2CN(S(=O)(=O)c3ccccc3F)c3ccccc3[C@@H]2[C@@H]1CO	-5	0	-13	-2
59	Cc1ccccc1NC(=O)c1ocnc1C	-3	-1	4	-3
60	COc1ccc(NC(=O)c2ccccc2CC[N+](=O)[O-])cc1	1	2	2	1

nr	LGR2 antag	ARNT TACC3 PPI	PAX8 reporter	INS-1E GSIS act
46	4	-4	-5	-8
47	10	4	0	11
48	-1	-14	15	2
49	nt	0	11	nt
50	8	-18	4	6
51	-10	11	4	6
52	nt	8	-9	nt
53	-76	1	-152	8
54	nt	11	-65	nt
55	-2	2	8	5
56	5	-5	10	2
57	-17&-10	-1&-1	-9	4&7
58	10	-3	-3	11
59	-4	0	4	18
60	-5	-6	-7	1

(more compounds)
nr	smiles	PGC1a acetyl inh	Cneo AK release	C2C12 statin	PglD DTNB
61	CN(C)S(=O)(=O)c1ccc(C(=O)NCc2nnc(SCC(=O)Nc3ccc(F)cc3)n2-c2ccc(F)cc2)cc1	nt	0	nt	-2
62	CC(=O)Nc1ccc(Cl)c(-c2nc3ncccc3o2)c1	-6	-1	-2	2
63	CCCOc1ccc(Cc2c(COCC)[nH]c(=S)[nH]c2=O)cc1	2	-1	nt	-2
64	COC(=O)CN(c1cc(C(F)(F)F)ccc1Cl)S(C)(=O)=O	4	-2	6	1
65	CC1(C)NC(=O)N(CC(=O)N2CCN(c3ccc([N+](=O)[O-])cc3)CC2)C1=O	nt	0	1	-4
66	COc1ccccc1-c1cn(CC[C@@H]2CC[C@@H](NC(=O)c3cnccn3)[C@H](CO)O2)nn1	-1	2	-5	-1
67	O=C(NCc1ccccc1)N1CCOCC1	11	nt	nt	nt

nr	LGR2 antag	ARNT TACC3 PPI	PAX8 reporter	INS-1E GSIS act
61	-14	1	-8	-17
62	2	11	-17	58*
63	-24	nt	10	2
64	nt	18	nt	nt
65	8	8	-35	-13
66	-7	-2	nt	5
67	-14	1	12	14

3 compounds already listed, sorted by the value under INS-1E GSIS act, highest first:
#	structure	PGC1a acetyl inh	PglD DTNB	LGR2 antag	ARNT TACC3 PPI	INS-1E GSIS act
67	O=C(NCc1ccccc1)N1CCOCC1	11	nt	-14	1	14
63	CCCOc1ccc(Cc2c(COCC)[nH]c(=S)[nH]c2=O)cc1	2	-2	-24	nt	2
65	CC1(C)NC(=O)N(CC(=O)N2CCN(c3ccc([N+](=O)[O-])cc3)CC2)C1=O	nt	-4	8	8	-13
